From PubChem BioAssay
TROY NFkB inh – TROY signaling inhibition; Q293 LMP1-TROYcd NF-kB luciferase reporter, 4 h; 360,000 compounds, 0.98% hits; AID 1347056; inhibition, % at 10 µM;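 active means compounds whose plate-normalised and pattern-corrected inhibition of the luciferase reporter signal at the single screening dose is 50% or more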
TWEAK Fn14 block – inhibitors of TWEAK-Fn14 interaction signaling; TWEAK-stimulated Fn14 reporter cells, luciferase luminescence, 8 h; inhibition, % at 10 µM; AID 1159606; 360,000 compounds, 2% hits; in the data active means inhibition above about 50%
TRAIL sens C8 – caspase-8 TRAIL sensitization | NB7+C8 cells + TRAIL, ATPlite viability luminescence | inhibition (viability loss, TRAIL sensitization), % at 10 µM | 360,000 compounds, 1% hits;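 active means compounds causing at least 50% loss of cell viability in the single-dose screen, relative to plate controls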
NCOA3 inh – human NCOA3 inhibition; Q9Y6Q9; HEK293 GAL4-SRC3 luciferase reporter, luminescence; inhibition, % at 3.6 µM; 360,000 compounds, 0.17% hits;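 active means inhibition above a per-campaign cutoff, the mean of all compounds plus 3 SD, cut at about 60% in these data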;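 further: 0% = DMSO-treated cells and 100% = gossypol-treated cells at 36 µM; higher means less SRC3-driven luciferase light from the GAL4 reporter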
NR5A2 inv ag – NR5A2 inverse agonism in reporter assay. inhibition, % at 3.6 µM. O00482. HEK293T StAR-luciferase reporter, LRH-1 transfected, 24 h. AID 602396. 360,000 compounds, 0.13% hits;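 active means inhibition above the mean inhibition of all tested compounds plus 3 SD, cut at about 73% in these data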;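 further: 0% = DMSO wells and 100% = reporter-only cells lacking LRH-1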
Target sequence (O00482 whole entry, looked up): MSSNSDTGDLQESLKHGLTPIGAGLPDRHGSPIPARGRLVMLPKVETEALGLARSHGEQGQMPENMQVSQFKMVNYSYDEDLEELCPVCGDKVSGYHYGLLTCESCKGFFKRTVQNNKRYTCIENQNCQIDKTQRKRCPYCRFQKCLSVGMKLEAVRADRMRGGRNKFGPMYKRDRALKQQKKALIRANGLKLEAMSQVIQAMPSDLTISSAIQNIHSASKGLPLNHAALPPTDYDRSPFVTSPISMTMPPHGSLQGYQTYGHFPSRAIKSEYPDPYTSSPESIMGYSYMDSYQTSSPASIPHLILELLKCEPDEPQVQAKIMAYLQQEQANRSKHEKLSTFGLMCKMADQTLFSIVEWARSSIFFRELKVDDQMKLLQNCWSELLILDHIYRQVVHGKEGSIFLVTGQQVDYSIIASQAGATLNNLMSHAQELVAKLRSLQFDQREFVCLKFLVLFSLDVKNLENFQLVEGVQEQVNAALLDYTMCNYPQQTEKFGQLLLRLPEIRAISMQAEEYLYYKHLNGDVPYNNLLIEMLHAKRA
LMP1 NFkB inh – reduces LMP1-driven NF-kappaB luciferase signal; LMP1-induced NF-kappaB luciferase reporter cells, luminescence; inhibition, % at 12.5 µM; 350,000 compounds, 0.69% hits; AID 504558; in the data active means inhibition above about 41%;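 further: 0% = neutral control wells and 100% = reference inhibitor control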
NCOA2 inhibitor – human SRC2 (NCOA2) inhibition. HEK293 GAL4-SRC2 luciferase reporter, luminescence. inhibition, % at 9 µM. 370,000 compounds, 0.17% hits;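 active means inhibition above the mean inhibition of all tested compounds plus 3 SD, set per campaign, cut at about 52% in these data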;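 further: 0% = DMSO treated cells and 100% = cells given Gossypol at 36 µM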
NOD2-RIPK2 inh – NOD2-RIPK2 protein interaction inhibition. O43353. CHO BLA complementation NOD2-RIPK2, CCF4 ratio. inhibition, % at 4.98 µM. 360,000 compounds, 0.38% hits; in the data active means inhibition above about 21%;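 further: 0% = vehicle only and 100% = reference blocker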
Target sequence (O43353 whole entry, looked up): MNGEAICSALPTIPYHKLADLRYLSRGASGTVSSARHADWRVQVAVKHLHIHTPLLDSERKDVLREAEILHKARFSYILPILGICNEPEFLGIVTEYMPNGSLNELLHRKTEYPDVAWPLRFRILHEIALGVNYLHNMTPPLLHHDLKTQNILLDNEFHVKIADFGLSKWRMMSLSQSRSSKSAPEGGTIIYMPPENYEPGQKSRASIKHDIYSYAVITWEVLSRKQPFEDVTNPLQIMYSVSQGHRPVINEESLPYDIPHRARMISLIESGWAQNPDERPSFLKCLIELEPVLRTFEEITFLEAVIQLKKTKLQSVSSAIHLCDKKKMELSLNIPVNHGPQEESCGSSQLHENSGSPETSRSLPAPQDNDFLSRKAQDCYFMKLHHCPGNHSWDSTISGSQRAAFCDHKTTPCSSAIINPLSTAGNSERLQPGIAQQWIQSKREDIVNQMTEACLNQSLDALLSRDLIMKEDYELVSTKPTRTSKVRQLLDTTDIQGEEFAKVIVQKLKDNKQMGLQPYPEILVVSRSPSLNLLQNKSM
TLR9-MyD88 block – TLR9-MyD88 interaction inhibition. Q9NR96+Q99836. CHO BLA complementation TLR9-MyD88, CCF4 FRET ratio. inhibition, % at 4.98 µM. 340,000 compounds, 0.21% hits;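 active means inhibition above the mean over all tested compounds plus 3 SD, cut at about 21% in these data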;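 further: 0% = DMSO only wells and 100% = clavulanate BLA inhibitor control wells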
NCOA1 inh – inhibitors of human steroid receptor coactivator 1 (SRC1); inhibition, % at 3.6 µM; HEK293 GAL4-SRC1 luciferase reporter, luminescence; AID 588354; 360,000 compounds, 0.12% hits; Q15788;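 active means inhibition above the campaign mean plus 3 SD, with each screening campaign given its own cutoff, cut at about 60% in these data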;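 further: 0% = DMSO treated cells and 100% = gossypol at 36 µM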
COUP-TFII inh – NR2F2 (human) inhibition, primary screen; 370,000 compounds, 0.7% hits; HEK293T NGFI-A luciferase reporter, luminescence; P24468; inhibition, % at 8.6 µM;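 active means inhibition above a per-plate cutoff, mean inhibition of test wells between control levels plus 3 SD, cut at about 38% in these data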;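 further: cells cotransfected with COUP-TFII expression vector driving the NGFI-A reporter; 0% = median of COUP-TF2 test wells and 100% = reporter-only cells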
Active calls of the source: *; nt = no result given.

SMILES	TROY NFkB inh	TWEAK Fn14 block	TRAIL sens C8	NCOA3 inh	NR5A2 inv ag	LMP1 NFkB inh	NCOA2 inhibitor	NOD2-RIPK2 inh	TLR9-MyD88 block	NCOA1 inh	COUP-TFII inh
Cn1c(NC(=O)C[n+]2cc(-c3ccccc3)n3c2CCC3)cc(=O)n(C)c1=O	14	9	2	-1	23	4	-12	-5	0	-23	6
Nc1ccc2ccc(O)cc2c1	30	31	35	-12	5	-1	-53	-5	5	-6	-16
NC(=O)c1ccsc1NC(=O)CSc1nnc2ccccn12	-17	-33	-4	-6	-22	-12	-15	-1	1	-9	-16
Fc1ccc(N2Cc3ccsc3C=N2)cc1	19	-9	1	-25	-5	-5	-13	-11	-8	-18	-2
Cc1ccc(N2CCC(N3CCN(C4CCCCC4)C(CCO)C3)CC2)cc1 (stereo unspecified)	5	-2	17	9	7	-10	-7	3	-1	-21	-2
CCN1CCN(C(=O)c2ccc3c(=O)n(CCC4=CCCCC4)c(=O)[nH]c3c2)CC1	18	-4	5	2	-2	3	-9	4	-3	7	-10
COc1ccc2nc(/N=C/c3cccc(OC)c3O)sc2c1	-11	3	-19	-47	-6	-40	-35	-7	-4	-16	6
COc1ccc(/C=N\NC(=O)C2COc3ccccc3O2)cc1O (stereo unspecified)	-13	-20	14	12	-12	-7	-41	-1	-5	0	17
COc1ccccc1OCCNC(=O)Nc1cc(F)c(F)cc1Cl	-4	8	2	12	-25	3	15	6	4	-10	7
COc1ccc(-c2ccc(C(=O)Nc3cccc(NS(C)(=O)=O)c3)c3occc23)c(C)c1	43	59*	11	-22	8	nt	2	7	nt	-30	2
COc1cccc(C(=O)NNC(=O)/C=C/c2ccccc2)c1	1	-10	-32	5	-1	1	1	-14	-1	9	-14
c1ccc(-[n+]2nc(Nc3cccc4ccccc34)sc2-c2c3ccccc3cc3ccccc23)cc1	-29	20	43	1	4	20	nt	51*	44*	3	nt
OCCn1c(-c2ccccc2)csc1=Nc1ccccc1	-13	27	11	-15	-54	3	-20	-8	-11	-53	0
COc1ccccc1/C=N/NC(=O)c1ccc(Cn2nc([N+](=O)[O-])cc2C)cc1	10	9	2	1	-11	-4	6	3	-5	10	12
CCC(C)OC(=O)C1=C(C)OC23OC(N)=C(C#N)C12C(=O)c1ccccc13 (stereo unspecified)	17	10	-11	-1	4	2	-1	3	-2	-9	0
CCC1CCCCN1C(=O)COc1ccccc1NC(C)=O (stereo unspecified)	8	9	2	1	19	5	-32	0	-2	0	4
O=C(Nc1cccc(Cl)c1)c1cccc(Oc2ccc([N+](=O)[O-])cc2Cl)c1	43	82*	3	16	18	5	-4	-2	0	6	24
Cc1oc(-c2ccccc2F)nc1CN1CCC(C(=O)NCc2cccnc2)CC1	6	-4	0	3	7	4	4	5	2	-6	27
Cc1ccc(-n2c(-c3cnccn3)n[nH]c2=S)cc1	-4	2	-3	7	-7	6	-5	-8	-4	-9	-3
Cc1ccccc1Nc1nnc(SCC(=O)c2cc3ccccc3o2)s1	-22	-14	-10	-5	-5	2	9	-11	-5	0	-5
CC(=O)CC(C)(C)Nc1nc2ccc([N+](=O)[O-])cc2o1	-34	-2	11	24	15	4	-12	3	-6	10	-32
CC1(C)CC(NC(=O)C(=O)NCCc2ccccc2)CC(C)(C)N1	-12	5	1	11	-1	-4	-5	-2	6	4	0
O=[N+]([O-])c1ccc(-c2cc(-c3ccc(Cl)cc3)n[nH]2)cc1	-46	-34	-12	-70	-21	-4	-31	7	-1	-57	-27
Cc1ccc(S(=O)(=O)Nc2nc(C)cc(NCCN)n2)cc1	-3	-1	-12	14	19	-11	-10	-16	-7	4	-3
O=S1(=O)CC(N2CCN(CCO)CC2)CN1Cc1cn(Cc2cccc(Cl)c2)nn1 (stereo unspecified)	11	13	6	nt	16	nt	-1	-3	nt	nt	4
C/C(=N\NC(=O)C1(C)CC1(Br)Br)c1ccc(NC(=O)C2CCC2)cc1 (stereo unspecified)	-22	-29	0	20	6	2	-8	5	4	-14	-8
COc1cc(Cl)c(CN2CCC(CCC(=O)NC3CC3)CC2)cc1OC	14	-6	4	7	8	5	19	4	2	0	1
COc1cccc(CCc2nnc(CCC(=O)NC(C)c3c(C)nn(C)c3C)o2)c1 (stereo unspecified)	13	-28	-2	18	6	12	1	0	4	7	20
O=C(CNCC1CCCO1)Nc1ccccc1-n1cccc1 (stereo unspecified)	-1	18	-2	10	-6	-3	-17	-6	-11	-2	6
CC1CCCC(C)N1CCCNC(=O)Cn1cc2c(n1)CCCC2 (stereo unspecified)	-10	-4	13	-15	13	6	-8	-12	0	-1	-13
Cc1nc2ccccc2nc1CSc1nnc(N)s1	-7	4	1	-1	5	4	-30	-2	-2	-8	3
Cc1ccc(N=C2SCCCN2C(=O)C2=COCCO2)cc1Cl	-4	0	-7	2	15	2	-27	5	3	-17	-9
C=CCOC(=O)C1=C[C@H](c2coc3ccccc3c2=O)C[C@H](OCc2ccc(CO)cc2)O1	-9	-4	-2	-16	14	7	-17	11	2	-13	3
Clc1ccccc1CSC1=NCCCN1	0	0	-10	-4	-26	4	3	7	-4	0	-21
COCCn1c(N)c(NCc2ccccc2)c(=O)[nH]c1=O	7	-1	-12	8	-1	0	-13	-3	-3	-11	3
COc1ccc2c(c1OC)C(=O)N(c1ccc(F)cc1)C2	-40	-4	27	-96	-125	-25	-56	-10	-10	-96	-36
COc1ccc(C2c3[nH]c4ccccc4c3CCN2CCCn2cccn2)cc1C (stereo unspecified)	42	22	7	-1	14	-2	7	-9	-2	3	-4
CCOc1ccc(N2C(=O)C(=O)/C(=C(/O)c3ccccc3)C2c2ccccc2[N+](=O)[O-])cc1 (stereo unspecified)	-1	20	4	-8	-22	-5	-38	15	8	-52	-49
COc1ccccc1CCC(=O)OCc1csc(CC(=O)Nc2ccccc2C)n1	3	-2	0	2	5	0	9	-1	1	-26	-6
CN(CCNC(=O)C1CCCN(c2ncnc3c2nc2n3CCCCC2)C1)Cc1ccccc1 (stereo unspecified)	-14	-28	-10	16	20	4	13	15	5	8	12
C[C@@H]1CCCCO[C@H](CN(C)Cc2ccc3c(c2)OCO3)[C@@H](C)CN([C@H](C)CO)C(=O)c2cc(NC(=O)c3ccccc3)ccc2O1	4	7	-5	7	-2	3	-13	7	10	4	-12
O=C(CCNS(=O)(=O)c1ccccc1C(F)(F)F)N1CCCCCCC1	-7	5	-3	18	9	4	0	-14	-11	0	-22
CCOC(=O)c1ccc(CSc2ncn[nH]2)o1	-21	-3	-3	16	-27	0	-3	0	-6	4	-4
COc1cccc(C2C=C(c3cccs3)Nc3ncnn32)c1OC (stereo unspecified)	0	5	-11	-6	12	-1	nt	48*	45*	2	nt
O=C(NC1CCCCC1)NS(=O)(=O)c1ccc2c(c1)CCC2	1	1	0	9	-9	9	4	-4	3	-11	12

In the list so far, 3 contain two or more sulfur atoms:
SMILES	TROY NFkB inh	TWEAK Fn14 block	TRAIL sens C8	NCOA3 inh	NR5A2 inv ag	LMP1 NFkB inh	NCOA2 inhibitor	NOD2-RIPK2 inh	TLR9-MyD88 block	NCOA1 inh	COUP-TFII inh
NC(=O)c1ccsc1NC(=O)CSc1nnc2ccccn12	-17	-33	-4	-6	-22	-12	-15	-1	1	-9	-16
Cc1ccccc1Nc1nnc(SCC(=O)c2cc3ccccc3o2)s1	-22	-14	-10	-5	-5	2	9	-11	-5	0	-5
Cc1nc2ccccc2nc1CSc1nnc(N)s1	-7	4	1	-1	5	4	-30	-2	-2	-8	3

(listing goes on)
SMILES	TROY NFkB inh	TWEAK Fn14 block	TRAIL sens C8	NCOA3 inh	NR5A2 inv ag	LMP1 NFkB inh	NCOA2 inhibitor	NOD2-RIPK2 inh	TLR9-MyD88 block	NCOA1 inh	COUP-TFII inh
Cc1ccc(C(=O)COc2ccccc2N2C(=O)c3ccccc3C2=O)cc1	-23	-15	2	-9	18	-11	-16	-17	-3	-6	4
CC1C=CCC2C(=O)N(c3ccc(OC(=O)c4ccco4)cc3)C(=O)C12 (stereo unspecified)	-14	-21	-16	2	2	-4	3	-8	-3	11	7
NS(=O)(=O)c1cccc(NC(=O)CCS(=O)(=O)c2ccc(Cl)cc2)c1	-2	3	17	24	-27	-12	-6	5	4	0	-7
Oc1ccc(C[C@@H]2CNCCN2CC2CCCCC2)cc1	4	4	-4	-22	-2	-5	-17	5	6	6	2
C=C(C)C(=O)N1CC2(CC(c3cccc(NC(=O)/C(C)=C\C)c3)=NO2)C[C@H]1C(N)=O (stereo partly specified)	-9	10	3	-1	5	1	5	-8	-2	-20	-2
CCCOc1cccc(C2/C(=C(/O)c3ccc(F)cc3)C(=O)C(=O)N2CCN(C)C)c1 (stereo unspecified)	-20	-6	-5	24	-3	1	-19	7	-4	1	20
CCOc1ccc(-c2cccc(NC(=O)COc3ccccc3)c2)nn1	-6	-1	13	-3	-8	1	nt	1	1	2	nt
COc1ccc(C(=O)NC2CC2)cc1OC1CCN(C/C=C/c2ccccc2)CC1	6	-9	13	-30	-22	3	-3	-6	-5	7	-32
N#C/C(=C/c1ccccc1OCc1ccc(F)cc1)c1ccc(C(=O)O)cc1	-21	-11	-10	-12	2	1	14	12	-4	-2	-1
O=C(CCl)NC(Cc1ccccc1)C(=O)OCC(=O)c1ccc(-c2ccccc2)cc1 (stereo unspecified)	-2	8	20	-4	2	-4	14	4	2	-10	0
O=C1NC(=O)C2(COC(c3ccncc3)OC2)S1 (stereo unspecified)	-2	-3	-2	12	12	0	-14	-6	0	14	2
CN(C)S(=O)(=O)c1ccc(C(=O)NC(=O)CSc2ccccc2)cc1	2	4	-11	4	4	13	-9	1	6	5	-1
Cc1cc(COc2ccccc2)oc1C(=O)O	58*	90*	-1	-75	-104	-30	16	-5	-8	-76	-13
Cc1cccc(NC(=S)N2CCN(c3ccccc3F)CC2)c1C	4	-5	-8	5	16	3	13	1	4	3	-4
O=C(C1CCC1)N(CCc1ccccc1)Cc1nc2ccccc2c(=O)[nH]1	5	6	-8	-4	10	6	6	-1	-3	5	-12
CC/C=C/C(=O)N1CC2(CC(c3cccc(NC(=O)CCCCC)c3)=NO2)C[C@H]1C(N)=O (stereo partly specified)	-12	-16	0	-15	0	7	-16	-6	-9	-4	-1
Cc1cc2c(cc1C)N[C@]1(C[C@H]3CCCC(=O)N4CC[C@@H](C1)[C@@H]34)C(=NC(C)(C)CC(C)(C)C)N2	6	7	5	22	-1	2	-9	-3	-8	-28	4
O=C1CC(=O)N(CCc2ccccc2)C(=O)N1CCc1ccccc1	-5	7	-9	-9	-10	-2	13	4	-4	-42	22
CCOCCCN(C(=O)c1snc(C(N)=O)c1N)C(C(=O)NC1CCCC1)c1ccc(F)cc1 (stereo unspecified)	-15	-12	-6	5	-2	-1	-5	0	-7	-1	4
Cc1cc(C(=O)CSc2ccccc2)cc(C)c1O	-64	-12	-9	-91	-118	7	-79	1	-13	-78	-58
Cn1cc(C(=O)N2CCCCCC2)c(=O)c2cc(S(=O)(=O)N3CCCCC3)ccc21	1	-10	0	27	-6	-5	-48	0	-1	-1	12
O=C(CSc1nccn1-c1cccc(Cl)c1)NO	4	-24	10	15	8	8	1	7	-5	-13	33

This is a subset, so the mix of outcomes need not match the whole.
